Screening results as filed in PubChem BioAssay.
GPR55 activation – selective activators of receptor GPR55 – imaging, U2OS cells, beta-arrestin-GFP redistribution, primary screen (AID 1961) | U2OS GPR55 beta-arrestin-GFP redistribution imaging; higher % means a stronger effect | activation, % at 10 µM, or EC50 in µM where a hit was titrated | actives 0.048% (n = 290,000);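 active = activation above 40% with more than 50 cells counted in the well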;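 note: U2OS osteosarcoma cells stably expressing GPR55 and beta-arrestin-GFP; plate controls were DMSO negative control for no effect and LPI positive control for full effect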
Rac1 GTP hydrolysis – MgcRacGAP GTPase-activating activity inhibitors, confirmation, biochemical, ADP Hunter fluorescence. MgcRacGAP-stimulated Rac1 GTP hydrolysis, ADP Hunter fluorescence; higher % means a stronger effect; GST-tagged Rac1 F28L mutant substrate. inhibition, % at 30 µM, or IC50 in µM where a hit was titrated. actives 0.6% (n = 340,000). AID 624330;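 active = first-screen hits whose inhibition reached a set limit at any dose in the follow-up dose series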;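 note: fluorescence reports GDP produced by GAP-driven GTP hydrolysis; strong numbers were not always called active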
Large T inhibition – TAg ATPase/helicase activity blockers – biochemical (AID 1903); SV40 large T antigen ATPase/helicase inhibition assay; higher % means a stronger effect; actives 0.39% (n = 310,000); inhibition, % at 20 µM; hits with a dose series show IC50 in µM; in the data active = a potency from the dose series; note: strong numbers were not always called active
NTR1 ag – NTR1-driven beta-arrestin-GFP spot formation – imaging, U2OS cells, high content, primary screen (AID 493036). agonist mode. activation, % at 20 µM. actives 0.17% (n = 330,000);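 active = activation at or above 40% of the spot to cytoplasm intensity ratio, with at least 20 cells analyzed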;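 note: 0% = DMSO without peptide and 100% = 100 nM NTR1 peptide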
Target sequence (P30989 whole entry, looked up): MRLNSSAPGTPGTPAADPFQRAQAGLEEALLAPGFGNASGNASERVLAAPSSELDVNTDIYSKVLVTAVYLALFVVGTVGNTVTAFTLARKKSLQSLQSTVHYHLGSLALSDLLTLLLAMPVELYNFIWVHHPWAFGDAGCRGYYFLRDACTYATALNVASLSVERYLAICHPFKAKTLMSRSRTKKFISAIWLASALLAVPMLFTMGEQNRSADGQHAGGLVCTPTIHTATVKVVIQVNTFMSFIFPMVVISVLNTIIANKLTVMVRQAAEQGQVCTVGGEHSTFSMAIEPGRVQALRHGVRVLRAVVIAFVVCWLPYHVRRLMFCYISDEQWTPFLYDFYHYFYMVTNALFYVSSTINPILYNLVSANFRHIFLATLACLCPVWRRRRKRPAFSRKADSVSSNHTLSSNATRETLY
GPR55 LPI antagonism – inhibition of LPI-stimulated GPR55 beta-arrestin translocation – imaging, U2OS, beta-arrestin-GFP, LPI agonist, primary screen (AID 2013). U2OS GPR55 beta-arrestin-GFP translocation imaging, LPI antagonism; higher % means a stronger effect. inhibition, % at 10 µM, or IC50 in µM where a hit was titrated. actives 0.13% (n = 290,000);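 active = spots per cell inhibited over 60%, with over 100 cells counted and total cytoplasm intensity under 500,000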;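 note: U2OS cells stably carrying GPR55 and arrestin-GFP stimulated by 5 µM LPI near EC80; imaged beta-arrestin-GFP aggregate spots per cell after agonist stimulation; plate controls were LPI-stimulated DMSO wells for no effect and DMSO wells without LPI for full effect; some results filed as inactive read as strong as hits; confirmed hits need IC50 under 10 µM and bright autofluorescent wells are also inconclusive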
GPR35 arrestin U2OS – GPR35 antagonists blocking zaprinast-driven arrestin recruitment, primary screen, imaging, U2OS, beta-arrestin-GFP, zaprinast agonist (AID 2058). U2OS GPR35 beta-arrestin-GFP translocation imaging, zaprinast antagonism; higher % means a stronger effect. inhibition, % at 10 µM; hits with a dose series show IC50 in µM. actives 0.052% (n = 290,000);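 active = inhibition of at least 50% with at least 30 cells and total cytoplasm GFP at most 10,000,000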
Hep lipid drop – hepatic lipid droplet formation modulation. actives 0.4% (n = 240,000). AML12 mouse hepatocytes, oleate lipid droplets, BODIPY imaging. inhibition, % at 6.5 µM;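 active = lipid droplet intensity inhibited by at least 50%, with more than 500 cells counted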
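Technique: fluorescence imaging, 20x objective, two fields per well / Assay system: AML12 hepatocytes (mouse) / Measure: % inhibition of lipid droplet signal / Doses: 6.5 µM single-point dosing / Incubation: overnight exposure / Reagent: 100 µM oleic acid challenge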
LYP phosphatase – PTPN22 lymphoid phosphatase activity blockers – biochemical, fluorescence intensity, uHTS (AID 1779); recombinant LYP phosphatase, fluorescence intensity; higher % means a stronger effect; inhibition, % at 11.5 µM, or IC50 in µM where a hit was titrated; actives 0.054% (n = 290,000); in the data active = inhibition above about 50%;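 note: plate controls were vehicle with enzyme for no effect and no enzyme for full effect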
T cell HTS – modulates CD8 T cell binding to vesicles; 2C CD8+ T cell-vesicle binding, flow cytometry; stronger effect = lower value; actives 0.068% (n = 330,000); calls only at 7 µM;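 active = response, share of CD8 T cells binding vesicles, and their 90th percentile fluorescence all below set limits, cut at about 80% in these data, passing the limit was not always enough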
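Assay system – 2C mouse CD8+ T cells · Also added – QL9-loaded Drosophila micro-vesicles · Timing – Cell–vesicle co-incubation 1.5 h at 37 °C, staining 20 min on ice · Signal – flow cytometry of vesicle-bound cells · Measure – percent CD8+ FL2 mean versus row control · Controls – Peptide-free naked vesicles (low) and QL9 vesicles with 0.7% DMSO vehicle (high)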
Hep lipid drop cells 6.5 µM – also measured in Hep lipid drop; calls as there; cell count; measured here: cell count, cytotoxicity flag;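 cells counted across two imaged fields per well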
T cell HTS vesicle-bound % – further read-out of T cell HTS, marked with its call; double positive events, %; measured here: CD8+ vesicle-bound cell fraction;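 binding gate set so that unloaded-vesicle control wells show 10% double positive cells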
NTR1 ag cell count 20 µM – also measured in NTR1 ag; calls as there; cell count; measured here: cell count, cytotoxicity flag
Starred values were filed as active, the others as inactive; i = inactive; . = not tested or not shown. No enrichment for hits; 1.8% or so of the library scored in one or more.

entry | Compound | GPR55 activation | Rac1 GTP hydrolysis | Large T inhibition | NTR1 ag | NTR1 ag cell count 20 µM | GPR55 LPI antagonism | GPR35 arrestin U2OS | Hep lipid drop | Hep lipid drop cells 6.5 µM | LYP phosphatase | T cell HTS | T cell HTS vesicle-bound %
1 | COc1ccccc1N1CC(C(=O)Nc2nnc(SCC(=O)N3CCCC3)s2)CC1=O (centres undefined) | -0.1% | 8% | 14% | -0.3 | 51 | 0% | 1% | -11 | 703 | -5% | i | 38
2 | S=C(Nc1ccccc1)N1CCn2cccc2C1c1cccnc1 (centres undefined) | 0.2% | 5% | 4% | 0.4 | 44 | 7% | 3% | 3 | 679 | 2% | i | 43
3 | O=C(CCc1c[nH]c2ccccc12)NCCc1ccc(O)cc1 | 0.0% | 112µM* | 29% | -0.1 | 72 | 3% | 1% | -9 | 808 | -2% | i | 51
4 | Cc1cc(NCC(c2ccccc2)c2ccccc2)n2ncnc2n1 | 0.1% | 8% | 24% | 0.2 | 30 | -3% | 17% | 0 | 730 | -3% | i | 24
5 | O=C(c1cccnc1)N1CCCc2ccccc21 | 0.2% | 5% | -6% | 0.6 | 44 | -1% | -2% | . | . | 1% | i | 56
6 | Cc1ccc(NC(=O)NNC(=O)COc2ccc([N+](=O)[O-])cc2)cc1C | -0.1% | -3% | 19% | -1.0 | 69 | 4% | -2% | -7 | 841 | -6% | i | 13
7 | CC(=O)c1cccc(N(C(=O)c2cnccn2)C(C(=O)NCc2ccccc2)c2ccco2)c1 (centres undefined) | -0.3% | 9% | 16% | -0.4 | 75 | 4% | -2% | 4 | 673 | 0% | i | 55
8 | COc1ccc(C(=O)Nc2nc3cc(OC)c(OC)cc3c(=O)[nH]2)cc1 | 0.0% | 15% | 3% | 1.5 | 89 | 8% | -10% | 1 | 785 | 9% | i | 19
9 | CCCCN(N=Nc1nonc1OC)c1nonc1OC | 0.0% | 9% | -4% | 5.7 | 38 | 16% | -7% | 1 | 828 | -1% | i | 7
10 | COc1ccc(CCNC(=O)/C=C\c2ccccc2)cc1OC | -0.2% | 9% | 6% | 1.2 | 52 | -1% | -4% | 24 | 762 | -4% | i | 16
11 | CCOc1ccccc1N(C(=O)CNS(=O)(=O)c1ccccc1)C(CC)C(=O)NCc1ccco1 (centres undefined) | 0.0% | 1% | 4% | 0.0 | 45 | -1% | -6% | -10 | 828 | -3% | i | 31
12 | O=C(CN1C(=O)NC2(CCCC2)C1=O)OCCOc1ccc(Br)cc1 | . | 4% | 13% | 0.6 | 64 | . | . | . | . | . | i | 54
13 | Cc1c(OCC(=O)N2C[C@H]3C[C@@H](C2)c2cccc(=O)n2C3)ccc2c3c(c(=O)oc12)CCC3 | -0.1% | 7% | 5% | 1.3 | 93 | 16% | -6% | . | . | -10% | i | 41
14 | Cc1c(N=C2N=C(NC(=O)c3ccc(F)cc3)c3ccccc32)c(=O)n(-c2ccccc2)n1C | -0.1% | 5% | 4% | 6.2 | 58 | 13% | -8% | 4 | 684 | 4% | i | 43
15 | Cc1[nH]c2ccccc2c1CN1CCN(c2ccccn2)CC1 | -0.2% | 2% | 9% | 1.9 | 54 | -24% | -5% | -55 | 678 | -7% | i | 32
16 | COc1ccc2cc(CN(CCCN3CCOCC3)Cc3nnnn3C3CCCC3)c(=O)[nH]c2c1 | 0.6% | 0% | 9% | -1.2 | 65 | 5% | 4% | . | . | -4% | i | 23
17 | CCN(CC)C(=O)C1CCN(S(=O)(=O)c2ccc(C3CNC(=O)C3)cc2)CC1 (centres undefined) | -0.2% | 3% | 4% | 4.8 | 46 | -15% | -5% | 6 | 684 | 1% | i | 48
18 | O=C(c1ccc(F)cc1)N1CCCC(N2CCN(Cc3ccc4c(c3)OCO4)CC2)C1 (centres undefined) | -0.1% | 8% | 2% | 1.0 | 40 | 13% | 4% | -10 | 677 | 0% | i | 19
19 | O=C(c1ccccn1)N1N=C2/C(=C/c3ccccc3)CCCC2C1c1ccccc1 (centres undefined) | -0.3% | 2% | 21% | 3.9 | 66 | 11% | 3% | -6 | 766 | 0% | i | 66
20 | CC1CC(C)CN(C(=S)Nc2ccc(SC(F)F)cc2)C1 (centres undefined) | -0.1% | -18% | 9% | -0.5 | 53 | 6% | 6% | 3 | 618 | -5% | i | 54
21 | COc1ccc(NC(=O)N2CCN(c3ccc([N+](=O)[O-])cc3)CC2)cc1 | 0.2% | 10% | 30% | 2.8 | 113 | -9% | -2% | 4 | 693 | 1% | i | 32
22 | CCOC(CNC(=O)c1ccc2c(c1)ncn2-c1ccc(F)c(F)c1)OCC | 0.6% | 3% | 7% | -0.1 | 82 | 8% | 12% | 2 | 666 | -5% | i | 60
23 | Cn1cccc1/C=N/NC(=O)CSc1nc2ccccc2n1C | -0.2% | 13% | 10% | 1.9 | 45 | 5% | 8% | 0 | 683 | -1% | i | 36
24 | COC(=O)c1ncccc1SC | -0.4% | 6% | -3% | 2.2 | 76 | 6% | -11% | -17 | 641 | -2% | i | 49
25 | O=S(=O)(c1ccc(Cl)cc1)N1CCn2c1nc1ccccc12 | -0.2% | -1% | -2% | 0.3 | 46 | -6% | 17% | . | . | -3% | i | 15
26 | COC(=O)c1ccccc1S(=O)(=O)N1CCCC(c2nc3c(nnn3Cc3ccc(C)cc3)c(=O)[nH]2)C1 (centres undefined) | -0.1% | 11% | 7% | 2.6 | 50 | 1% | -3% | 3 | 818 | -2% | i | 34
27 | Cc1c(C(=O)N(Cc2ccccc2)Cc2cccs2)cnn1-c1ccc(Cl)cc1 | 1.1% | . | 8% | 3.2 | 49 | -7% | 14% | -23 | 696 | 2% | i | 14
28 | O=C1CN(C(=O)CN2CCCC2)C(c2ccccc2)c2cc(Br)ccc2N1 (centres undefined) | -0.2% | 10% | 4% | -0.1 | 79 | 3% | 3% | -5 | 658 | -2% | i | 11
29 | COc1ccc(C(=O)c2c(C)c3cc(C)ccc3n2CC(O)CN2CCOCC2)cc1 (centres undefined) | 0.1% | 3% | 10% | -1.1 | 75 | 9% | -2% | -64 | 710 | -7% | i | 59
30 | C[n+]1cnn2c1SCC1(COC1)C2 | -0.3% | 4% | 10% | 0.6 | 51 | 11% | 10% | . | . | -6% | i | 16
31 | CC(C)(C)c1ccc(-n2nc(C(N)=O)c(O)cc2=O)cc1 | -0.4% | 0% | 1% | -1.7 | 85 | 8% | -3% | -5 | 671 | -4% | i | 38
32 | Cc1cccc(NC(=O)[C@H](C)NC(=O)[C@@H]2Cc3ccccc3CN2C(=O)OC(C)(C)C)c1 | -0.1% | 9% | 19% | 2.5 | 59 | 2% | 0% | 62* | 741* | -9% | i | 38
33 | O=C(NCC(=O)N1CC=C(c2ccccc2)CC1)c1ccco1 | . | 7% | 26% | -1.1 | 66 | . | . | . | . | . | i | 53
34 | CCOC(=O)CNC(=O)CSc1nc2nc(C)c(Br)cc2[nH]1 | -0.1% | -4% | -5% | 0.3 | 45 | 17% | 7% | . | . | -4% | i | 52
35 | COc1ccccc1-c1cc(-c2ccccc2)nc(SCC(=O)O)c1C#N | -0.2% | 1% | 5% | 2.9 | 62 | 0% | -14% | 0 | 858 | -2% | i | 50
36 | CCOc1ccc(NC(=O)CSc2ncn[nH]2)cc1 | 0.1% | 11% | 9% | -0.5 | 72 | -5% | 4% | 2 | 699 | -3% | i | 13
37 | COCCn1c(-c2ccc(OC)cc2)cnc1N | 0.3% | 14% | 7% | -0.5 | 54 | 2% | 5% | . | . | 4% | i | 28
38 | N#C/C(=C\c1ccc(-c2cccc([N+](=O)[O-])c2)o1)C(=O)N1CCOCC1 | -0.2% | 5% | 23% | 0.3 | 59 | 6% | 21% | -9 | 738 | -6% | i | 46
39 | CCOc1ccccc1NC(=S)Nc1ccc(S(N)(=O)=O)cc1 | -0.2% | 5% | 3% | 4.7 | 29 | 9% | -8% | -3 | 696 | -9% | i | 51
40 | COc1ccc(CN2CCN(C(C)C)C(CCO)C2)cc1Cn1cncn1 (centres undefined) | 0.1% | -1% | 6% | 0.6 | 47 | -4% | 1% | -2 | 729 | 4% | i | 52
41 | O=C1CCC2=C(CCCC2=O)N1 | -0.1% | 1% | 15% | 1.3 | 62 | 4% | 7% | 11 | 749 | 2% | i | 48
42 | CC1Sc2ccc(S(=O)(=O)N3CCC(C(=O)NCC(C)c4ccccc4)CC3)cc2NC1=O (centres undefined) | -0.4% | 4% | . | -0.1 | 55 | 3% | 11% | -22 | 656 | -6% | i | 13

Structural class: the compounds so far with an NH in an aromatic ring
entry | Compound | GPR55 activation | Rac1 GTP hydrolysis | Large T inhibition | NTR1 ag | NTR1 ag cell count 20 µM | GPR55 LPI antagonism | GPR35 arrestin U2OS | Hep lipid drop | Hep lipid drop cells 6.5 µM | LYP phosphatase | T cell HTS | T cell HTS vesicle-bound %
3 | O=C(CCc1c[nH]c2ccccc12)NCCc1ccc(O)cc1 | 0.0% | 112µM* | 29% | -0.1 | 72 | 3% | 1% | -9 | 808 | -2% | i | 51
8 | COc1ccc(C(=O)Nc2nc3cc(OC)c(OC)cc3c(=O)[nH]2)cc1 | 0.0% | 15% | 3% | 1.5 | 89 | 8% | -10% | 1 | 785 | 9% | i | 19
15 | Cc1[nH]c2ccccc2c1CN1CCN(c2ccccn2)CC1 | -0.2% | 2% | 9% | 1.9 | 54 | -24% | -5% | -55 | 678 | -7% | i | 32
16 | COc1ccc2cc(CN(CCCN3CCOCC3)Cc3nnnn3C3CCCC3)c(=O)[nH]c2c1 | 0.6% | 0% | 9% | -1.2 | 65 | 5% | 4% | . | . | -4% | i | 23
26 | COC(=O)c1ccccc1S(=O)(=O)N1CCCC(c2nc3c(nnn3Cc3ccc(C)cc3)c(=O)[nH]2)C1 (centres undefined) | -0.1% | 11% | 7% | 2.6 | 50 | 1% | -3% | 3 | 818 | -2% | i | 34
34 | CCOC(=O)CNC(=O)CSc1nc2nc(C)c(Br)cc2[nH]1 | -0.1% | -4% | -5% | 0.3 | 45 | 17% | 7% | . | . | -4% | i | 52
36 | CCOc1ccc(NC(=O)CSc2ncn[nH]2)cc1 | 0.1% | 11% | 9% | -0.5 | 72 | -5% | 4% | 2 | 699 | -3% | i | 13
